# p53 reactivator: re-activators of mutant p53; hit rate 0.063% among 320,000; H1299 p53-A138V BP100-luciferase reporter, luminescence, 24 h; AID 504706; Potency, µM (series often up to 92.2 µM), for the others: at the top dose activity change, positive = activation, hits mostly activators; also: % of control where 0% means no effect; nearly all actives have a fitted effect of over 45% in size
#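 p53-null H1299 cells stably carrying temperature-sensitive p53-A138V and a BP100-luciferase reporter were pinned with compounds (4-point, 1:5 series) and held 24 hrs at 37 deg C. Luminescence was read 10 min after detection reagent.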
# Rab9 prom act: activators of Rab9 promoter | Huh7 Rab9 promoter-luciferase reporter, luminescence, 24 h | Potency, µM (titrated, usually from 9.22 µM), for the others: top-dose activation, negative = inhibition, actives largely listed as activators | hit rate 2.8% among 320,000 | AID 485297; also: % of control where 0% means no effect; nearly all actives have a fitted effect of over 60% in size
#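 Stable Rab9-luc Huh7, 1500 cells/well, 2 h settle; cmpd in DMSO, 24 h, 37 °C/5% CO2; luciferase reagent 10 min RT; luminescence.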
# MBNL1 CUG block: inhibitors of human MBNL1 binding to CUG repeat RNA; Q9NR56; Potency, µM (highest dose often 57.5 µM), for the others: at the highest dose activity change, negative = inhibition, most hits filed as inhibitors; hit rate 0.036% among 280,000; AID 2675; TR-FRET MBNL1-His/biotin-(CUG)12 binding, 665/545 ratio; active = well fitted inhibition curve with a large enough effect in the signal ratio, with a control signal flat, not every such curve was filed as active; inconclusive = small, poorly fitted or top-dose-only effect, or effect the other way, or a change in a side signal; inactive = no such curve, though single readings can be large or run the other way; the % refers to the signal ratio; also: % is scaled to controls: 0 for no effect and ±100 for the full control effect
#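 Ratiometric TR-FRET (665 over 545 nm, excitation 340 nm) tracks disruption of MBNL1-His/biotin-(CUG)12 complex after 60 min at room temperature, with compounds at 92 nM to 58 uM final.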
# FLuc modulator: inhibits or activates purified firefly luciferase, miR-21 counter-screen. purified FLuc, Km substrates, luminescence inhibition. P08659. Potency, µM (doses to about 57.5 µM), without a hit: top-dose activity change, negative = inhibition, hits mostly inhibitors. hit rate 6.9% among 360,000;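 also: plate controls were vehicle for no effect and reference inhibitor for full effect; nearly all actives have a fitted effect of over 55% in size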
# Target sequence (P08659 whole entry, looked up): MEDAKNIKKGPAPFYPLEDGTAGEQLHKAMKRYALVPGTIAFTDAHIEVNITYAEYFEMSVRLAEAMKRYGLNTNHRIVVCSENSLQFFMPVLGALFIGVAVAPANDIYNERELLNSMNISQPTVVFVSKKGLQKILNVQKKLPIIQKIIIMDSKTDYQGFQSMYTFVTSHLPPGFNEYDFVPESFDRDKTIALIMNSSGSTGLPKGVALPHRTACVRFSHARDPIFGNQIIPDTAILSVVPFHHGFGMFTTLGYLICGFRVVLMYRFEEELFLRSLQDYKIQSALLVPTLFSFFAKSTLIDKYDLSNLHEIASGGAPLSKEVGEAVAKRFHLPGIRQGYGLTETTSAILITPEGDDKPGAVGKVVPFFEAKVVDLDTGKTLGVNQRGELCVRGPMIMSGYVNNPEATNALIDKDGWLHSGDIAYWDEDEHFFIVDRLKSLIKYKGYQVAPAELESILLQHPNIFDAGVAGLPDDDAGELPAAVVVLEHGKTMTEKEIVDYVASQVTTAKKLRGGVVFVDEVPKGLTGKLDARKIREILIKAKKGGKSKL
#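 Purified P. pyralis luciferase (10nM final) with 10uM D-luciferin and 10uM ATP (Km levels) in 50mM Tris acetate pH 7.5, 10mM Mg acetate, 0.01% Tween-20, 0.05% BSA; qHTS 6-point titration, ~60 µM downward; luminescence read.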
# uPA generation: inhibitors of cell surface uPA generation | hit rate 0.31% among 330,000 | Potency, µM (highest dose often 38.3 µM), inactives show at the highest dose activity change, negative = inhibition, actives largely listed as inhibitors | AID 540303 | cell surface uPA generation assay, qHTS; active = well fitted inhibition curve with a large enough effect; inconclusive = small, poorly fitted or top-dose-only effect; inactive = no such curve, though single readings can be large or run the other way; tested in mouse RAW 264.7 cells; also: % is scaled to controls: 0 for no effect and ±100 for the full control effect; nearly all actives have a fitted effect of over 55% in size
# NPC1 promoter act: NPC1 promoter activation; hit rate 2.4% among 320,000; Potency, µM (doses to about 9.22 µM), without a hit: top-dose activation, hits mostly activators; Huh7 NPC1 promoter luciferase reporter, 24 h; AID 485313;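 also: % of control where 0% means no effect; nearly all actives have a fitted effect of over 60% in size; reporter is driven by a mutant NPC1 promoter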
#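 Cells: Huh7 expressing luciferase under the NPC1 promoter, 1500/well. Seeded 2 h, compound added, incubated 24 h at 37 °C. Luciferase reagent, 10 min ambient, then luminescence.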
# ELG1 genotoxic: induces genotoxicity in HEK293T cells with luciferase-tagged ELG1. HEK293T ELG1-luciferase reporter, luminescence, 16 h. Potency, µM (series often up to 46 µM), without a hit: at the highest dose activity change, positive = activation, actives largely listed as activators. hit rate 1.3% among 330,000. AID 504466; also: % of control where 0% means no effect; nearly all actives have a fitted effect of over 60% in size
#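 HEK293T cells expressing luciferase-tagged ELG1 were exposed to compound or DMSO vehicle for 16 hr at 37 °C and 5% CO2. Luciferase activity was then measured with ONE-Glo after 30 min at room temperature.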
# RORg inh: inhibitors of mouse ROR gamma transcriptional activity | P51450 | hit rate 5.4% among 310,000 | Potency, µM (doses to about 53.6 µM), for the others: at the top dose activity change, negative = inhibition, usual class: inhibitors | Drosophila S2 Gal4-RORgamma UAS-luciferase reporter, 20 h; also: % is scaled to controls: 0 for no effect and ±100 for the full control effect; nearly all actives have a fitted effect of over 60% in size
# Target sequence (P51450 whole entry, looked up, the tested form may be a part): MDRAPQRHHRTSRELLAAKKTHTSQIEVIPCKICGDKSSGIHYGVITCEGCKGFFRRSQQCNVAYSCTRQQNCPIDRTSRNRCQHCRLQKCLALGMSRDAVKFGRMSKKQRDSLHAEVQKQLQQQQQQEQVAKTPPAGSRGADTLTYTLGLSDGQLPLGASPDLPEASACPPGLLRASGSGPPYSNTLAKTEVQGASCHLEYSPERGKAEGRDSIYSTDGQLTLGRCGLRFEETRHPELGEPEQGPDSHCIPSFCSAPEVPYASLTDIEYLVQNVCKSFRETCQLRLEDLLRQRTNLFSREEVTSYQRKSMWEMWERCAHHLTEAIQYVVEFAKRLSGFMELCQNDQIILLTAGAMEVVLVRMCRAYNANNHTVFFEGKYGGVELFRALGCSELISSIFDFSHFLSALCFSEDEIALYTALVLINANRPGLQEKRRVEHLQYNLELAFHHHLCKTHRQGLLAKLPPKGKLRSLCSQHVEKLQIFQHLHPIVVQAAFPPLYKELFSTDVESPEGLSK
#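 In this cell-based reporter format, copper sulfate (700 uM final) drives Gal4–ROR gamma fusion expression from a metallothionein promoter in Drosophila Schneider cells; compounds preincubated 1 hr, reporter read after 20 hr at ambient temperature.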
# BRCA1 expr up: increases BRCA1 expression. MCF7-BRCA1-FFLuc reporter, luminescence, 48 h; response scale: scaled: vehicle 0%, 10 µM genistein 100%. Potency, µM (highest dose often 46.1 µM), inactives show at the top dose activation, most hits filed as activators. hit rate 1.1% among 380,000; also: nearly all actives have a fitted effect of over 80% in size; some results filed as inactive show a strong effect at the top dose
#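 Quantitative HTS in MCF7 cells stably reporting BRCA1 expression via firefly luciferase. Compound treatment lasts 48 h at 37 °C in phenol-red free MEM. Activation is expressed relative to genistein at 10 microM and DMSO.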
# CXXC DNA block: inhibitors of human MLL CXXC domain-DNA interaction. MLL-CXXC / FITC-HOXA9 DNA fluorescence polarization. Potency, µM (top dose mostly 115 µM), without a hit: top-dose activity change, negative = inhibition, actives largely listed as inhibitors. Q03164. hit rate 0.037% among 290,000; active = well fitted inhibition curve with a large enough effect in the polarisation, with a control signal flat, not every such curve was filed as active; inconclusive = small, poorly fitted or top-dose-only effect, or effect the other way, or a change in a side signal; inactive = no such curve, though single readings can be large or run the other way; the % refers to the polarisation
#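 Purified MLL-CXXC (added from a 7 uM solution) was preincubated 5 min at ambient with pinned compounds in 50 mM Tris-HCl pH 7.5, 50 mM NaCl, 1 mM DTT, 0.05% BSA. Fluorescein-labeled HOX-A9 DNA (50 nM solution) followed, 30 min, then polarization read.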
# VP16 counter: counter-screen for ROR gamma inhibitors: Gal4-VP16 reporter; Potency, µM (series often up to 53.6 µM), without a hit: top-dose activity, negative = inhibition, most hits filed as inhibitors; Drosophila S2 Gal4-VP16 UAS-luciferase, luminescence, 20 h; hit rate 3.5% among 310,000;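 also: Gal4-VP16 expression switched on by copper sulfate through the metallothionein promoter; % is scaled to controls: 0 for no effect and ±100 for the full control effect; nearly all actives have a fitted effect of over 50% in size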
# * = called active by the depositor; ? = inconclusive; / = no result given; [ ] = another dose, or the depositor's remark. Unless noted, calls follow the shape of the dose curve; as a rule, active = well fitted curve in the direction sought with a large enough effect; inconclusive = small, poorly fitted or top-dose-only effect, or another doubt; inactive = no such curve, though single readings can be large; an effect the other way counts as inactive or inconclusive. Potency is read from the fitted curve at half-maximal effect.
SMILES,p53 reactivator,Rab9 prom act,MBNL1 CUG block,FLuc modulator,uPA generation,NPC1 promoter act,ELG1 genotoxic,RORg inh,BRCA1 expr up,CXXC DNA block,VP16 counter
COc1ccc(NC(=S)N2CCN(Cc3ccc(C)cc3)CC2)cc1,-2%,1%,0%,1%,1%,-3%,-10%,?,0%,-4%,-4%
COCCN(C(=O)COC(=O)CC(C)c1ccccc1)c1c(N)n(Cc2ccccc2)c(=O)[nH]c1=O (stereo not given),-1%,2%,/,-1%,2%,-5%,0%,/,0%,/,/
O=C(NC1CCOC1)c1ccc(OC2CCN(CCc3ccccc3)CC2)cc1 (stereo not given),-2%,-8%,-13%,0%,-1%,-1%,-2%,-16%,-18%,-18%,6%
O=c1nc(N/N=C/c2c[nH]c3ccccc23)cn[nH]1,14%,2µM*,?,12µM*,-1%,2.5µM*,10µM*,?,?,-12%,-29%
CCOc1ccccc1OCc1nn2c(-c3ccc(C)cc3)nnc2s1,-2%,-6%,3%,-19%,11%,1%,6%,22%,2%,4%,25%
O=C(Nc1ccc(S(=O)(=O)N2CCc3ccccc32)cc1)C(F)(F)F,11%,-2%,0%,-1%,1%,-3%,1%,?,-2%,3%,-8%
Cc1cc2sc(C(=O)O)c(C)c2s1,0%,-3%,38%[activator],-3%,3%,-2%,0%,-16%,-13%,-7%,-3%
COc1ccc(S(=O)(=O)Nc2cc(C)c(O)cc2C(C)C)cc1,0%,-5%,-9%,-1%,-3%,-1%,-1%,?,-20%,-2%,23%[0.365 µM]
Cc1ccc(-c2csc(-c3c[nH]c4ccccc34)n2)cc1,?,2.5µM*,3%,12µM*,4%,1µM*,23µM*,?,-75%[inhibitor],3%,13%
C#CCOCCOCCOCCNc1nc(N2CCN(C(=O)[C@H](Cc3cc4ccccc4[nH]3)n3cc([C@@H](N)C(C)CC)nn3)CC2)nc(N2CCN(C(=O)[C@H](CCCCN)n3cc([C@@H](N)CO)nn3)CC2)n1 (stereo not given in full),0%,0%,-28%,-4%,/,-7%,-2%,15%,/,27%,-6%
CCCCN1CC(=O)N2[C@H]3c4ccccc4OC[C@@H]3[C@H](c3ccccc3)[C@]2(C)C1=O,-12%,-7%,/,5%,6%,-2%,-3%,/,0%,/,/
O=C(O)C1C2C=CC(C2)C1C(=O)NC1CCS(=O)(=O)C1 (stereo not given),-2%,4%,-3%,7%,8%,0%,8%,-17%,-9%,6%,-2%
CC(C)(C)n1cnnc1Sc1ccc([N+](=O)[O-])cn1,11%,-3%,?,0%,-24%,1%,-9%,-2%,-46%,-2%,?
Nc1ccccc1NC1=CC(=O)CC(c2ccco2)C1 (stereo not given),?,?,11%,-2%,-5%,2%,?,?,-15%,16%,?
N#CC1=C(SCc2ccccc2)NC(=O)CC1c1cccc(O)c1 (stereo not given),-13%,7%,-2%,-13%,4%,-1%,-2%,-3%,-27%,-1%,0%
CCOC(=O)C1CCN(c2c(NCCCN3CCN(Cc4ccccc4)CC3)c(=O)c2=O)CC1,1%,0%,-11%,10%,2%,0%,-2%,3%,-22%,20%,-2%
Cn1cc(Br)c(C(=O)Nc2sc3c(c2C#N)CCC3)n1,3%,0%,101%[activator],?,3%,-21%,5%,4%,55%,3%,-6%
CC1CC2=C(C(=O)O1)C(c1ccccc1)Nc1ccccc1N2 (stereo not given),1%,3%,-13%,-1%,0%,-4%,0%,-2%,11%,5%,3%
FC(F)(F)c1nnc2ccc(NCc3ccccc3)nn12,5%,0%,/,0%,-3%,-2%,11%,?,-71%,7%,-1%
Cc1nn2c(Nc3ccccc3)c3c(nc2c1-c1ccccc1)CCC3,-10%,3%,-14%,-3%,3%,-2%,-3%,2.8µM*,-8%,-4%,5µM*
COc1cc(C(=O)Nc2cc3c4c(c2)CC(=O)N4CCC3)cc(OC)c1OC,3%,-6%,/,-1%,1%,-1%,9%,/,-24%,/,/
CCN(CCO)Cc1csc2ccc(C(C)(C)C)cc12,2%,-7%,1%,1%,2%,-2%,3%,12%,-27%,10%,?
CC(=O)Nc1ccc2c(c1)OCO2,1%,1%,-7%,-2%,3%,-3%,-1%,-1%,7%,-10%,-2%
COc1ccc(C(=O)NC2CC(C)(C)Cc3c2cnn3-c2ccccc2C)c(OC)c1OC (stereo not given),-4%,?,-5%,-13%,2%,14%,-5%,39%,-6%,15%,-8%
CC1(C)CC(=O)C(C=NCC2CCN(C(=S)Nc3ccccc3)CC2)=C(O)C1,8%,0%,/,2%,0%,-4%,-4%,14%,-9%,-3%,-5%
C=CCN1C(=O)CSc2ccc(C(=O)N3CCC(C)CC3)cc21,-6%,1%,-5%,3%,/,2%,-4%,-13%,-20%,-4%,4%
CC(=O)N1C(C)c2ccccc2C(C)(C)CC12CCCCC2 (stereo not given),-3%,-6%,0%,5%,0%,-6%,1%,-17%,-56%,-3%,?
COc1cc(OC)c(S(=O)(=O)NC(C)C)cc1C(=O)O,3%,0%,1%,1%,-20%,-7%,5%,0%,5%,-1%,-4%
Cc1[nH]n(-c2ccccc2)c(=O)c1C=Nc1ccc(S(=O)(=O)N=C(N)N)cc1,1%,15%,4%,5%,-11%,-2%,4%,15%,0%,-5%,-6%
CCOC(=O)c1ccc(OCc2nc(-c3cccs3)no2)cc1,21%,9%,-2%,-1%[2.3 µM],9%,12%,-5%,?,17%,-1%,16%
CCCN(CC1CC1)C(=O)CCc1nnc(CCc2c[nH]c3ccccc23)o1,1%,-2%,-4%,-7%,-3%,0%,-3%,26%,19%,2%,-14%
CC1CCN(C2=NN3C(=N)/C(=C\c4ccc(OC(=O)c5ccco5)cc4)C(=O)N=C3S2)CC1,/,15%,-6%,-20%,-6%,-5%,10%,?,22%,/,?
Cc1ccc(/C(N)=N/OC(=O)c2ccc3c(c2)OCO3)cc1,?,2.8µM*,-10%,2.1µM*,-18%,3.2µM*,?,?,?,3%,?
COc1ccccc1NC(=O)C(=O)N/N=C(\C)CC(=O)Nc1ccccn1,-2%,-16%,5%,?,6%,2%,0%,-2%,-16%,-9%,6%
O=C(C1=C[C@@H](c2coc3ccccc3c2=O)C[C@@H](OCc2ccc(CO)cc2)O1)N1CCN(Cc2ccccc2)CC1,-3%,-1%,-2%,3%,-3%,-1%,-4%,25%,-43%,4%,1%
O=C(N/N=C/c1c(Nc2cccc(C(F)(F)F)c2)nc2ccccn2c1=O)c1ccccc1[N+](=O)[O-],-6%,-2%,-2%,2%,1%,-6%,0%,?,-28%,0%,-13%
COC(=O)C(NC(C)=O)(Nc1nc2ccc(S(C)(=O)=O)cc2s1)C(F)(F)F (stereo not given),-5%,-2%,1%,8%,6%,-4%,3%,2%,-7%,0%,-4%
C=CCN1C(=O)c2ccc(C(=O)N(C)CC(=O)Nc3c(C)cccc3C)cc2C1=O,8%,-3%,/,4%,12%,-1%,-1%,/,-10%,/,/
CC(C)CNC(=O)/C=C/c1cccs1,?,23%,?,-11%,0%,16%,6%,47%,?,4%,22%
COc1ccc(Cl)cc1NC(=O)NCc1ccccn1,-9%,0%,-6%,1%,-2%,2%,6%,28%,40%,-6%,-3%
O=C(Oc1c(Cl)cc(Cl)c2ccccc12)N1CCCC1,-5%,3%,1%,-11%,2%,-5%,-1%,19%,-44%,5%,-5%
CCCS(=O)(=O)N1CCC(C(=O)N2CCc3ccccc3C2)CC1,-4%,2%,-1%,-3%,3%,-7%,-2%,16%,-17%,10%,-1%
O=C(CN1CCN(S(=O)(=O)c2ccc(F)cc2)CC1)Nc1ccnn1C1CCCC1,2%,-1%,/,-2%,-1%,0%,-1%,/,-4%,/,/
N=c1c(C(=O)NCC2CCCO2)cc2c(=O)n3ccccc3nc2n1C1CCCCC1 (stereo not given),-2%,-1%,?,1%,-5%,0%,4%,-7%,-8%,21%,-22%
COc1cccc(C2c3[nH]c4ccccc4c3CCN2CCCn2cccn2)c1 (stereo not given),-4%,-2%,11%,-1%,1%,-8%,-9%,-8%,-33%,-8%,-2%
COc1ccc(CCC(=O)Nc2ccc(S(=O)(=O)Nc3nccc(C)n3)cc2)cc1,-5%,-3%,9%,2%,3%,0%,3%,-11%,-3%,-11%,6%

# Not all compounds are listed; the hit share may differ from the screen's.
